# Assay outcomes (PubChem)
# AP complement = alternative pathway complement inhibition, orthogonal assay. Human serum alternative complement pathway, LPS-coated ELISA, C3 deposition; tested in compound mixtures. inhibition, % at 5 µM. 62,000 compounds, 0.08% hits. AID 1235;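 active = inhibition above 30% in each of the two pooled mixtures holding the compound, so the lower value exceeds 30%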;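 note: 0% = serum in Mg-EGTA without compound and 100% = EDTA serum blank; some compounds past the cut are filed as inactive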
#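 Test system: human serum alternative complement pathway, C3 deposition on LPS-coated wells; also added: Plate-bound LPS; doses: 5 µM per compound in ten-compound mixtures; schedule: 1 h at 37 °C; detection: Anti-C3 ELISA, OD 450 nm; evaluation: percent inhibition of C3 deposition onto LPS; repeats: two pool placements per compound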
# FXIIa inh mix = blocks human factor XIIa in pooled compound mixtures | purified FXIIa, fluorogenic substrate | inhibition, % at 5 µM | 62,000 compounds, 0.2% hits;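 note: 0% = enzyme without compound and 100% = no enzyme blank; some results filed as inactive read as strong as hits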
# MKP-1 inh = blocks human MKP-1 phosphatase activity. P28562. recombinant MKP-1, OMFP hydrolysis fluorescence. inhibition, %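 (compounds tested at a single concentration somewhere between 10 and 100 µM)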. 65,000 compounds, 0.15% hits. AID 374;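 active = inhibition above about 50%, limit read from the data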;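 note: 0% = DMSO max control wells and 100% = wells with enzyme stopped by NaOH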
# MMP-13 inhibitor = MMP13 (human) collagenase inhibition. P45452. 65,000 compounds, 0.07% hits. inhibition, % at 4 µM. MMP-13 fTHP FRET cleavage, Mca fluorescence;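 active = inhibition above the mean of compound-free control plate wells plus 3 SD, cut at about 14% in these data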;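 note: 0% = DMSO wells and 100% = wells with reference MMP-13 inhibitor after basal subtraction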
# Hsp90 inh = displaces geldanamycin probe from tumor Hsp90; AID 429; P07900; inhibition, % at 30 µM; NCI-N417 lysate Hsp90, Cy3B-geldanamycin FP displacement; 64,000 compounds, 0.35% hits;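 active = inhibition above 50%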;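 note: 0% = tracer plus lysate wells and 100% = tracer alone without lysate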
# A340 absorber = absorbance at 340 nm; 65,000 tested, under 10 active; compound absorbance at 340 nm, fold over control; fold change at 10 µM;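 active = at 10 µM dose, initial 340 nm absorbance at least 2 fold that of control wells; inactive = change under 2 fold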;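 note: initial absorbance extrapolated from kinetic A340 decline of NADH oxidation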
# FXIa mix inh = blocks human factor XIa in pooled compound mixtures; P03951; purified FXIa, fluorogenic substrate; inhibition, % at 5 µM; 62,000 compounds, 0.19% hits; AID 680;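 note: each value is inhibition by a whole ten-compound pool holding the compound; 0% = enzyme with no mixture and 100% = wells lacking enzyme; strong numbers were not always called active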
# Target sequence (P03951 19-387 limits assumed): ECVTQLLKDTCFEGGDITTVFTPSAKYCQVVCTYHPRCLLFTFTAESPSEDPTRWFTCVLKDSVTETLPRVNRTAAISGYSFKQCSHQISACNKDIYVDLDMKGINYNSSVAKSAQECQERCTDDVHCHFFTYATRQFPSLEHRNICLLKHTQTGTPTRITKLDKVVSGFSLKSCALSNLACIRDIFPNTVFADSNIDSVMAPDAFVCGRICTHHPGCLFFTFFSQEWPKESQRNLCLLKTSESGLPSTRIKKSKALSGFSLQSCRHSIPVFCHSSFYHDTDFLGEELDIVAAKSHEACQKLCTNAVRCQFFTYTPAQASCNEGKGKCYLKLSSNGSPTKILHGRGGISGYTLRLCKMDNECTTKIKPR
# Target sequence (P03951 388-625 limits assumed): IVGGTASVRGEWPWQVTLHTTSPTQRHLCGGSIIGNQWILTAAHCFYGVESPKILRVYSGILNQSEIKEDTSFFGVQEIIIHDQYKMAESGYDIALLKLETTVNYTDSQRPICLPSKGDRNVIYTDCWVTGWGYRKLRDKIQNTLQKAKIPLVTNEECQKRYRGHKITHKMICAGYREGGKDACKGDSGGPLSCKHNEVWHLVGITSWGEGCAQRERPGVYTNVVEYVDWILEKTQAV
# JNK3 inh = blocks human JNK3 kinase activity | P53779 | purified JNK3 kinase activity, HTS | inhibition, % at 8 µM | 60,000 compounds, 0.61% hits; in the data active = inhibition above about 17%;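 note: 0% = DMSO and 100% = reference inhibitor; many of its hits are not listed in these tables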
# Target sequence (P53779 whole entry, looked up): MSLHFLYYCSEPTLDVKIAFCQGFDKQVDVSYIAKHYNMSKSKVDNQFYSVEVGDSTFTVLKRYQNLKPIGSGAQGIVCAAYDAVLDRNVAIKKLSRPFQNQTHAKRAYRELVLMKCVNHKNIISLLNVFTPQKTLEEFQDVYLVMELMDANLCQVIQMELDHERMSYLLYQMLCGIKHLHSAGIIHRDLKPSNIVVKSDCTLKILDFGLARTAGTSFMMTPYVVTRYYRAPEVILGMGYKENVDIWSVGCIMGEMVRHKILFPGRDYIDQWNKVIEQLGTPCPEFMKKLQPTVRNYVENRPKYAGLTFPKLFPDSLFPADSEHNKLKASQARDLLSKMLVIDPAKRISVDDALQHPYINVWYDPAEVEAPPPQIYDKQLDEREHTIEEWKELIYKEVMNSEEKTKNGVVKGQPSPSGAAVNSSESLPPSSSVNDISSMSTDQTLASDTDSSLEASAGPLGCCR
# Cdc25B block = human M-phase inducer phosphatase 2 inhibition; P30305; recombinant Cdc25B, OMFP fluorescence Ex485/Em525; inhibition, %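 (compounds tested at 10 µM final in the well)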; 65,000 compounds, 0.1% hits; AID 368; in the data active = inhibition above about 50%
# * = called active by the depositor; nt = no result given; & = joins results of further samples; [ ] = another dose, or the depositor's remark. Cut-off read from the data, not from the text of the source, unless noted: active = inhibition above about 20% (passing the limit was not always enough); inactive = the rest.
SMILES,AP complement,FXIIa inh mix,MKP-1 inh,MMP-13 inhibitor,Hsp90 inh,A340 absorber,FXIa mix inh,JNK3 inh,Cdc25B block
COc1ccc(NC(C)c2cc(Cl)ccc2O)cc1 (stereo not given),5,4,3,4,43,1,8,-1,-4
O=C(CCn1c(=O)oc2ccccc21)NC1=NCCS1,nt,nt,-3,2,-3,0.96,nt,-1,-2
COc1ccc(N2CCN(C(=O)CN(c3ccc(Br)cc3)S(C)(=O)=O)CC2)cc1,9,-5,2,nt,nt,1,-5,nt,-16
O=C(Nc1nnc(CC(=O)N2CCOCC2)s1)c1cccs1,8,12,-5,0,-5,1.1,0,0,-6
CCOc1ccccc1N(CC(=O)NC(C)(C)C)C(=O)Cn1nnc(-c2ccc(C)o2)n1,-7,-13,7,-2,2,1.1,2,-12,-7
COC(=O)c1ccc(Cn2cnc3ccccc3c2=O)cc1,-6,3,10,4,nt,1,7,nt,-18
CC(Cc1ccc(O)c(O)c1)C(C)Cc1ccc(O)c(O)c1 (stereo not given),-6,1,22,-7,103*,0.98,0,-3,3
Cc1ccc(N(CC(=O)Nc2cccc(C)c2)S(=O)(=O)c2cccc3nonc23)cc1,13,4,-4,-4,-6,0.99,2,2,-6
CN(C)CCNC(=O)Cn1nc(C(F)F)cc1C1CC1,12,-11,-5,5,0,1,-8,6,-6
CCC(C)(C(=O)NC1CCCC1)N(C(=O)c1cnccn1)c1ccccc1 (stereo not given),27,-1,15,6,-2,1,6,4,-2
CCOc1ccc(NC(=O)CN(C)CC(=O)Nc2ccccc2C#N)cc1OCC,4,-13,-6,-2,-2,0.99,8,2,-6
COc1cccc(-c2cc(C(=O)Nc3ccccc3SC)no2)c1,-5,1,11,-5,-2,1,-8,-3,-2
CC1(C)CC(=O)C(C=NC2CCCCC2)=C(O)C1,8,9,11,2,-6,1.1,-4,-5,-3
Cc1nc(-n2cc(F)c(=O)[nH]c2=O)c2nc(C)oc2n1,21,12,-17,4,-3,1,5,-2,-10
O=[n+]1c2c(n([O-])c3cc(F)c(F)cc31)CCCC2,15,-18,0,3,17,1.1,0,1,-11
COc1ccc(CCNC(=O)C2CCN(S(=O)(=O)N3CC(C)CC(C)C3)CC2)cc1OC (stereo not given),6,5,5,0,-2,1,1,3,10
O=C(C1CC1(c1ccccc1)c1ccccc1)N1CCOCC1 (stereo not given),-9,9,-13,3,-3,1,8,0,1
CCC(C)(C(=O)NC1CCCCC1)N(Cc1ccco1)C(=O)c1cnccn1 (stereo not given),0,6,-3,-1,-6,0.96,0,-1,-3
O=C(NCC1CCCCN1)c1cc(OCC(F)(F)F)ccc1OCC(F)(F)F (stereo not given),7,-10,-5,-7,0&0,0.99,5,1,-8
CCC(c1nnnn1CCc1ccccc1)N(Cc1ccco1)Cc1cc2cccc(C)c2[nH]c1=O (stereo not given),9,-11,24,2,-3,1,6,0,-9
C=CCOc1cccc(C2/C(=C(\O)c3ccc(F)cc3)C(=O)C(=O)N2CCN(C)C)c1 (stereo not given),8,3,-6,-1,-2,1.1,2,0,-1
CCN1/C(=C/C(=O)c2ccco2)Sc2ccccc21,14,1,1,-1,-16,1,6,4,-12
CCS(=O)(=O)N1Cc2ccccc2CC1C(=O)N1CCN(c2cccc(C)c2C)CC1 (stereo not given),9,5,32,9,-6,1,-3,2,-2
CCCCNC(=O)CSc1nc2cc3c(cc2c(=O)n1CCCN(CC)CC)OCO3,12,-18,2,2,0,1.1,6,nt,-12
COc1cccc(NC(=O)c2nnn(Cc3ccc(Br)cc3F)c2N)c1,10,3,-6,-8,1,0.99,2,0,5
O=C1c2ccccc2C(=O)N1CCCC(=O)N1CCCc2ccccc21,-7,7,5,-10,-5,1,-4,1,-9
Cn1c(CSc2nnc(SCc3ccccc3)s2)nc2ccccc21,10,-1,24,-3,0,1,4,5,74*
CCCN(CCC)CCNC(=O)c1cc2c(C)nc3ccccc3c2o1,6,6,8,-24,-3,1,2,5,-15
COc1ccc(Cl)cc1NC(=O)CN(C(=O)c1ccco1)C1CCCCC1,-4,1,4,1,-1,0.99,-6,6,-5
COC(=O)CN1C(=O)C2(C(C#N)=C(N)Oc3cc(C)oc(=O)c32)c2ccccc21 (stereo not given),11,3,22,1,-2,1,4,0,-4
O=C(Nc1ccc2c(c1)OCO2)c1ccccc1SCC(=O)N1CCCC1,2,10,1,2,-1,1,2,-4,-24
Cc1nc2c(c(N3CCOCC3)n1)OCC(=O)N2,nt,nt,-11,-1,-3,1,nt,-6,-33
O=C(Nc1ccc(N2CCN(C(=O)c3ccco3)CC2)c(Cl)c1)c1cc2ccccc2o1,23,3,25,-2,1,1.1,-21,7,-14
COc1cc(OC)c(C2N(c3ccc(Cl)c(Cl)c3)C(=O)C3CCCN32)cc1OC (stereo not given),10,10,33,-5,3,1,13,2,-15
N#CCCN1CCN(Cn2c3ccccc3c3ccccc32)CC1,18,7,0,4,-11,1,-8,1,-1
NC(=O)CSc1nnc(Cc2ccc3c(c2)OCO3)n1C1CCCCC1,-1,-14,-10,4,5,1,5,-4,-1
COCCNC(=O)NC(=O)COC(=O)Cc1ccc2c(c1)OCCO2,12,-16,-8,2,-3,1,10,-2,2
CCn1cc(C(=O)OCC(=O)Nc2ccc(S(=O)(=O)N3CCCC3)cc2)c(=O)c2ccc(C)nc21,-2,3,17,2,1,1,11,6,-5
Cc1[nH]c(=O)c(C#N)c(C)c1Br,12,-1,-4,-5,2,1.1,7,0,-2
C/C=C(\CS(=O)(=O)c1ccccc1)S(=O)(=O)c1ccccc1,6,19,5,0,-3,0.99,2,5,7
CCNc1nc(SCCOc2ccc(C)cc2)nc(N(C)C)n1,9,5,1,-2,-4,1,1,-3,5
CC1(C)Cc2c(c(-c3ccccc3)[nH]c(=O)c2C#N)CS1,nt,nt,-47,6,-2,1.1,nt,2,-7
Cc1cc(N(C)C)c(C#N)c(=O)[nH]1,-3,1,-19,6,-2,0.99,6,1,3
CCCc1nnc(SCc2ccc(OC)cc2)n1N,9,0,-11,0,1,1.1,5,-3,-10
O=C(Nc1ccc(C(=O)N2CCOCC2)cc1)c1cccs1,17,-2,3,1,-1,0.99,0,2,-16
CCOC(=O)C1CCN(C(c2cc3cc(C)cc(C)c3[nH]c2=O)c2nnnn2C2CCCCC2)CC1 (stereo not given),17,2,8,-4,-3,1,14,2,1
COC(=O)Cn1cnc(=O)c(C#N)c1/C=C/N(C)C,16,-7,-10,-6,-2,1.1,3,-3,-6
c1ccc2c(c1)oc1c(NCCCN3CCOCC3)ncnc12,-6,-2,13,2,nt,1,2,nt,-13
COc1ccc(Cl)cc1N1CC(C(=O)Nc2nccs2)CC1=O (stereo not given),-20,0,-3,2,-4,1,-2,-3,-4
c1ccc(-c2nc3nonc3nc2-c2ccccc2)cc1,-14,6,-12,-6,14,1.1,0,7,-10
O=C(C1CCCN(S(=O)(=O)c2cccc3cccnc23)C1)N1CCN(c2ccc(F)cc2)CC1 (stereo not given),16,8,13,3,-1,1,3,-4,1
Cc1csc2ncc(C(=O)NCc3ccccc3Cl)c(=O)n12,8,1,8,-84[fluorescence artefact?],-3,1.2,-6,10,0
C=CCn1c(COc2ccc(Cl)cc2)nnc1SCC(=O)N1CC(=O)Nc2ccccc21,13,-2,16,-9,-2,1,5,-2,-7
Cc1ccc2nc(SC(C)C(=O)N3CCCC3)[nH]c2c1 (stereo not given),-11,7,6,-4,-2,0.99,7,-6,2
Cc1ccc(-c2nnn(CC(=O)N(c3ccccc3)C(C(=O)NC3CCCC3)c3ccco3)n2)o1 (stereo not given),13,-9,-5,6,0,1,-1,-1,5
Cc1c(NC(=O)C(C)Oc2ncnc3ccccc23)c(=O)n(-c2ccccc2)n1C (stereo not given),0,0,-13,1,-1,0.99,5,-3,-5
CC(C)N(Cc1nc(-c2ccccc2)no1)C(=O)CCCN1C(=O)c2ccccc2C1=O,14,4,-8,4,-6,0.99,-15,-1,-4
COCCCN1C(=O)C(=O)/C(=C(/O)c2ccc(OCC(C)C)cc2)C1c1cccnc1 (stereo not given),19,-9,22,2,-1,1.1,2,-5,4
O=C(c1cncc(Br)c1)N1CCN(c2ccc(N3CCOCC3)nn2)CC1,-7,0,3,-10,-2,1,-1,-3,-6
COc1ccc(NC(=O)N2CCCC2)cc1OC,0,1,7,3,0,1,1,6,-2
# Remaining list, next part
SMILES,AP complement,FXIIa inh mix,MKP-1 inh,MMP-13 inhibitor,Hsp90 inh,A340 absorber,FXIa mix inh,JNK3 inh,Cdc25B block
Cc1onc(-c2ccccc2)c1C(=O)Nc1cccc(OC(C)C)c1,nt,nt,18,4,3,1,nt,-4,-3
Cc1nc(N2CCN(C(=O)c3ccco3)CC2)c2c3c(sc2n1)CCC3,18,8,9,-3,nt,0.99,4,nt,-18
COc1ccc(C(=O)CSc2nc3nc(C)cc(C)n3n2)cc1OC,9,2,-5,2,-6,1.1,7,-7,3
CCOC(=O)CNC(=O)Cn1c(C)cc2ccccc2c1=O,12,-3,10,-8,-3,1,8,-1,-6
CC(=O)C1=C(C)Nc2ncnn2C1c1ccc(Cl)cc1 (stereo not given),7,3,-4,-1,-2,1.1,7,-3,-10
CCOc1cccc2cc(C(=O)N3CCc4ccccc43)c(=O)oc12,13,2,13,6,-35,1.1,2,-6,-3
CN(C(=O)c1ccno1)c1nnc(-c2ccccn2)s1,7,7,-5,-244[fluorescence artefact?],-4,1.1,1,4,-15
CCOP(=O)(c1ccccc1)c1nc(-c2ccc(F)cc2)oc1N1CCCCC1 (stereo not given),nt,nt,-19,-13,1,1.1,nt,10,13
Cc1nnc(SC(=O)N2c3ccccc3Sc3ccccc32)s1,16,-8,8,3,0,1.1,8,-7,-19
Cc1cc(C)c2c(=O)n(CC(=O)NCCCN3CCN(c4ccccc4F)CC3)sc2n1,7,3,-1,3,-8,1,3,6,-11
Cc1cc(NC(=O)CSc2nnc(-c3ccc4c(c3)OCCO4)o2)no1,14,6,10,8,1,1,3,9,-15
COCCCNc1nc2c(c(=O)[nH]c(=O)n2C)n1CC(O)COc1ccccc1 (stereo not given),nt,nt,-18,0,-2,1,nt,-1,-4

# An excerpt from above in order of formula weight, low to high:
SMILES,AP complement,FXIIa inh mix,MKP-1 inh,MMP-13 inhibitor,Hsp90 inh,A340 absorber,FXIa mix inh,JNK3 inh,Cdc25B block
CC(=O)C1=C(C)Nc2ncnn2C1c1ccc(Cl)cc1 (stereo not given),7,3,-4,-1,-2,1.1,7,-3,-10
CCOC(=O)CNC(=O)Cn1c(C)cc2ccccc2c1=O,12,-3,10,-8,-3,1,8,-1,-6
CCOc1cccc2cc(C(=O)N3CCc4ccccc43)c(=O)oc12,13,2,13,6,-35,1.1,2,-6,-3
Cc1onc(-c2ccccc2)c1C(=O)Nc1cccc(OC(C)C)c1,nt,nt,18,4,3,1,nt,-4,-3
Cc1cc(NC(=O)CSc2nnc(-c3ccc4c(c3)OCCO4)o2)no1,14,6,10,8,1,1,3,9,-15

# Continuation:
SMILES,AP complement,FXIIa inh mix,MKP-1 inh,MMP-13 inhibitor,Hsp90 inh,A340 absorber,FXIa mix inh,JNK3 inh,Cdc25B block
CC(=O)Cc1nsc(NC(=O)c2cc(-c3ccccc3Cl)oc2C)n1,-4,2,10,2,-3,1,2,-2,-3
COc1cc(C(=O)Nc2ccc(-c3nc4cc(C)ccc4o3)c(O)c2)cc(OC)c1OC,5,-17,28,-47[fluorescence artefact?],0,1.2,-14,-6,-18
COCCNC(=O)CN(C(=O)CCC(=O)Nc1cc(C)on1)c1ccc(C)cc1C,-7,2,-3,7,-2,0.99,-4,2,11
O=C(O)CCc1ccc(-c2ccccc2)n1-c1cccc(O)c1,nt,nt,37,-2,-4,1.1,nt,-2,10
Cc1nc2c(s1)sc1ccccc12,-4,4,1,3,4,1,4,-1,4
